Bioassay records from PubChem BioAssay.
NPY-Y1 PAM-ag = NPY-Y1 receptor potentiators or agonists, primary screen, cell-based; NPY-Y1 expressing cells, potentiator/agonist activation; activation, % at 3.6 µM; actives 0.37% (n = 220,000); AID 1304, 2008; in the data active = activation above about 33%, passing the limit was not always enough;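 also: cells stimulated with NPY at EC10 then isoproterenol at EC100; 0% = low agonist plus stimulus and 100% = saturating agonist plus stimulus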
TRPML3 agonist = human TRPML3 channel agonists, primary screen, cell-based, HEK293 TRPML3-YFP, Fluo-8 calcium fluorescence, 3 µM | 100% = the carbachol control signal | activation, % at 3 µM | actives 0.29% (n = 220,000);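 active = activation above its plate's cutoff, the mean activation of the plate's test wells plus 3 SD, cut at about 12% in these data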;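 also: 0% = DMSO only wells and 100% = carbachol wells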
Target sequence (Q8TDD5 whole entry, looked up): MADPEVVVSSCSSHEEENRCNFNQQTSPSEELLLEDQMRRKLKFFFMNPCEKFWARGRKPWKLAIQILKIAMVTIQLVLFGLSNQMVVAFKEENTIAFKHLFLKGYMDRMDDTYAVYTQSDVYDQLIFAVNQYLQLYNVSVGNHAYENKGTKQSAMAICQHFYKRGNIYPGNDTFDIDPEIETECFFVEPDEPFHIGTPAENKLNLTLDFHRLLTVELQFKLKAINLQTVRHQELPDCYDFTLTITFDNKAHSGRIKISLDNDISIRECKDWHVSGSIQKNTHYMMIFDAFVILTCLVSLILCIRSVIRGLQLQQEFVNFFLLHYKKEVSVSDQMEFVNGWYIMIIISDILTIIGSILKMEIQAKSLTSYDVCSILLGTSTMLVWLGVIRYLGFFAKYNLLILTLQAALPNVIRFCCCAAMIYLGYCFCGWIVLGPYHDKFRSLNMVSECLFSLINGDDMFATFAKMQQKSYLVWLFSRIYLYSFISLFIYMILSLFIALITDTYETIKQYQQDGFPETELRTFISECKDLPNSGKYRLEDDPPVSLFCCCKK
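Test system: HEK293 cells stably carrying human TRPML3-YFP; Doses: single dose, 3 µM final nominal compound, 0.3% DMSO final; Schedule: dye loading 1 h 37 °C then 30 min ambient, 125 s read; Technique: Fluo-8 calcium fluorescence; Benchmarks: high control carbachol 87 µM, low control DMSO.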
S1P4 antagonist = S1P4 receptor antagonists, primary screen, cell-based | S1P4-expressing cells, antagonist mode, reporter read-out | inhibition, % at 4.98 µM | actives 0.26% (n = 220,000) | AID 1510, 2009; in the data active = inhibition above about 29%;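 also: 0% = wells stimulated with agonist and 100% = vehicle wells without agonist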
Target sequence (O95977 whole entry, looked up): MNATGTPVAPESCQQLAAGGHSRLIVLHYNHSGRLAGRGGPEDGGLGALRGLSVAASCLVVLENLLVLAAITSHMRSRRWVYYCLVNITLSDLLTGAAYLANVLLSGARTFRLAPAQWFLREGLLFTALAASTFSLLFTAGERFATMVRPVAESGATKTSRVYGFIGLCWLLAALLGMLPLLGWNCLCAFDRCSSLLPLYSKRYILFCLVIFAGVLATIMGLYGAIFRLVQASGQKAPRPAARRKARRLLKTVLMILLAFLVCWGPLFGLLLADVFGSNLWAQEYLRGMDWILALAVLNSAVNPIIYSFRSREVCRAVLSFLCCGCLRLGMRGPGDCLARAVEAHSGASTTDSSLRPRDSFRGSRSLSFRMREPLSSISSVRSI
NPY Y1 blocker = NPY-Y1 receptor antagonists, primary screen, cell-based; HEK293-CNG Y1 cells, membrane potential fluorescence; NPY at EC95, then isoproterenol; inhibition, % at 3.6 µM; Neuropeptide Y receptor type 1 (Homo sapiens), P25929; actives 1% (n = 200,000);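 active = inhibition above the campaign mean inhibition of all tested compounds plus 3 SD, cut at about 20% in these data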;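 also: 0% = DMSO wells given NPY plus isoproterenol and 100% = isoproterenol alone without NPY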
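System: HEK293 cells with Y1 receptor plus CNG channel / Probe or stimulus: NPY 25 nM then isoproterenol 1 µM plus Ro 20-1724 25 µM / Compound: one concentration, 3.6 µM, in 0.4% DMSO / Schedule: compound incubation 1 h at room temperature, readout 45 min post-stimulation / Measured by: membrane potential fluorescence / Read-out: % inhibition of NPY effect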
S1P4 ag = S1P4 receptor agonists, primary screen, cell-based | S1P4-expressing cell line, agonist reporter assay | activation, % at 4.98 µM | actives 0.35% (n = 220,000) | AID 1509, 2009; in the data active = activation above about 11%;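 also: 0% = DMSO vehicle and 100% = reference agonist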
zfTRPN1 agonist = zebrafish TRPN1 channel agonists, primary screen, cell-based, HEK293, calcium fluorescence | transient receptor potential cation channel N1 (TRPN1/NompC), Danio rerio | HEK293 zebrafish TRPN1-YFP, Fluo-8 calcium fluorescence; 100% = response to 87 µM carbachol | activation, % at 3 µM | actives 0.18% (n = 220,000) | AID 1424, 2008;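 active = activation above its plate's cutoff, the mean activation of test wells on that plate plus 3 SD, cut at about 19% in these data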;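 also: 0% = DMSO alone and 100% = 87 µM carbachol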
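Material – zebrafish TRPN1-YFP in HEK293 cells · Doses – 3 µM single point · Schedule – dye 1 h 37 °C plus 30 min RT · Signal – Fluo-8 calcium fluorescence, excitation 470-495 nm, emission 515-575 nm · Read-out – % activation versus carbachol response · Control set – carbachol high, DMSO low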
EP2 mod = EP2 receptor modulators, cAMP readout, primary screen, cell-based, HTRF cAMP, PGE2 stimulation; induction, % at 25 µM; Prostaglandin E2 receptor EP2 subtype (Homo sapiens), P43116; actives 0.83% (n = 260,000); AID 940, 2007; EP2-expressing cells, cAMP HTRF FRET, PGE2 co-stimulation;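 active = compounds whose cAMP rise, as percent of the full-agonist control response, exceeds 60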;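 also: rat C6 glioma line stably carrying human EP2 under a CMV promoter; the protocol text gives 20 µM as final concentration; 100% = response of wells given 1 µM PGE2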
NPY2 pot ag = NPY-Y2 potentiators or agonists, primary screen, cell-based; Neuropeptide Y receptor type 2 (Homo sapiens), P49146; actives 0.45% (n = 220,000); activation, % at 3.6 µM; cells expressing NPY-Y2, potentiator/agonist read-out; AID 1359, 2008; in the data active = activation above about 27%;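 also: cells stimulated with NPY near EC25 plus isoproterenol at EC100; 0% = vehicle plus submaximal agonist and 100% = vehicle plus saturating agonist; some results beyond the cut were filed as inactive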
CHOP inhibitor = inhibitors of CHOP promoter induction, primary screen, cell-based, unfolded protein response, luciferase reporter; CHO-K1 CHOP-promoter luciferase, tunicamycin-induced, 15-18 h; inhibition, % at 10 µM; actives 3.8% (n = 220,000); AID 2732, 2010;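 active = compounds that reduced the stress-induced luciferase reporter signal by more than about 70% of percent inhibition, limit read from the data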;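 also: 0% = tunicamycin plus vehicle and 100% = wells without tunicamycin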
* hit, by the source's call; x = no result given.

SMILES | NPY-Y1 PAM-ag | TRPML3 agonist | S1P4 antagonist | NPY Y1 blocker | S1P4 ag | zfTRPN1 agonist | EP2 mod | NPY2 pot ag | CHOP inhibitor
CC(C)NS(=O)(=O)c1cccc2nsnc12 | -10.8 | 0.7 | 11.5 | 1.1 | -2.2 | 1.8 | 24.6 | 4.8 | 0.9
COCc1cc(C)n(CC(=O)N/N=C/c2ccc(-c3ccc(Cl)c(C(=O)O)c3)o2)c(=O)c1C#N | -2.6 | -0.2 | -9.7 | -0.1 | -2.2 | 2.2 | 13.4 | -9.4 | -28.8
Cc1cc(C)nc(/N=C2\NC(=O)CC(C(=O)O)N2c2ccc(Oc3ccccc3)cc2)n1 (configuration not stated) | -9.2 | 0.2 | 20.3 | 4.6 | -0.4 | 0.1 | -57.2 | 0.4 | 0.6
Cc1cccc(NC(=O)CSc2nc(C)nc3c2c(=O)n(C)c(=O)n3C)c1 | 6.9 | 0.2 | -55.9 | -2.6 | -0.6 | 0.9 | 13.1 | 14.0 | 62.9
C/C(N)=C(/C#N)C(=O)COC(=O)[C@@H](NC(=O)c1ccccc1Cl)C(C)C | 21.0 | 1.1 | -11.1 | 1.6 | 0.5 | 0.9 | 9.8 | -20.9 | 7.4
O=C(CSc1ncccn1)Nc1ccccc1 | -6.2 | 0.3 | -7.5 | -3.2 | -0.9 | 3.8 | 8.1 | 2.1 | -5.7
CCOCC(=O)Nc1nnc(Cc2ccc(OC)c(OC)c2)s1 | 3.3 | 0.7 | -12.3 | 6.0 | 1.0 | 0.9 | 17.0 | -5.0 | 27.0
COc1cc(NC(=O)c2ccco2)c(OC)cc1NC(=O)CSc1ncc(-c2ccc(F)cc2)[nH]1 | 16.3 | 0.7 | -1.5 | -0.7 | 2.1 | -0.2 | -14.1 | 13.0 | 42.8
C/C(=N/NC(=O)CNC(=O)CCc1ccccc1)c1ccc(Cl)c(Cl)c1 | -24.2 | -1.1 | -7.0 | x | -0.2 | -2.8 | -20.1 | -26.4 | 8.1
Cc1ccccc1Cn1cc(C)c(=O)[nH]c1=O | 4.8 | 0.5 | -11.3 | -4.5 | 1.6 | 1.0 | -1.6 | 0.6 | 3.3
Cc1ccc(C(=O)Oc2cc(C)n(C)c(=O)c2)cc1 | 15.9 | 0.2 | -8.4 | 1.1 | 0.9 | -1.7 | 22.4 | 4.0 | 36.5
COc1ccc(NC(=O)c2ccc(-n3nc(C)cc3C)cc2)cc1OC | 20.7 | 0.7 | -9.3 | -0.9 | -0.1 | 1.9 | -9.1 | -14.0 | -4.1
N#CC(C#N)=Cc1cc2ccccc2nc1N1CCCCC1 | 3.1 | 0.5 | -5.5 | -4.9 | 0.5 | -1.2 | 2.5 | 9.4 | -30.6
Cn1cnnc1SCC(=O)N(Cc1ccc2c(c1)OCO2)C1(C(=O)NC2CCCCC2)CCCC1 | -4.2 | 0.7 | -17.9 | -3.2 | 0.2 | -0.8 | 15.8 | -0.3 | -2.9
Cc1ccc(C(=O)NC(=S)Nc2ccccc2N2CCCC2)cc1[N+](=O)[O-] | 4.7 | 0.8 | -9.3 | 4.7 | 1.8 | 0.0 | 21.2 | 11.9 | 50.9
Cc1cc(OC(=O)c2c(F)cc(F)cc2F)nc(C)n1 | -8.9 | 2.1 | -7.7 | 0.1 | 1.8 | 0.7 | 27.0 | -10.4 | 2.8
O=S(=O)(Nc1cccc(-c2cn3ccsc3n2)c1)c1ccc(F)cc1 | -1.5 | -0.1 | -32.0 | 3.3 | 2.7 | 2.7 | -25.5 | -3.5 | 35.7
Cn1c(CC(=O)NC(C)(C)CO)c(Sc2ccccc2)c2ccccc21 | 6.7 | 0.0 | -18.4 | 0.8 | 1.1 | 2.8 | 0.5 | 18.3 | 9.0
CC(C)C(OC(=O)c1ccccc1)c1nccc2ccccc12 (configuration not stated) | -6.7 | -1.1 | 4.2 | x | 1.2 | -1.7 | -3.6 | 5.7 | 12.8
O=C(c1cc([N+](=O)[O-])ccc1N1CCOCC1)N1CCCC1 | -11.2 | 0.4 | 3.7 | 2.7 | 0.4 | -0.3 | -32.7 | -6.8 | -5.6
CCOC(=O)c1c(-c2ccc(OC)cc2)csc1NC(=O)CNCc1ccco1 | 11.1 | -1.0 | -9.7 | 6.4 | 1.2 | -1.1 | 37.8 | -28.5 | -20.5
CC(C)CCNc1nc2c(c(=O)n(Cc3cccc(F)c3)c(=O)n2C)n1C | 14.8 | 0.7 | -7.6 | -7.5 | -1.5 | 3.8 | 0.2 | 18.8 | 70.8*
CN(C)C(=O)COc1ncnc2scc(-c3ccc(F)cc3)c12 | -4.7 | -0.3 | -22.8 | 6.1 | -0.4 | 0.1 | -14.8 | 5.6 | 11.4
O=C(Cc1ccc(Br)cc1)N/N=C/c1ccc(-c2cccc(C(=O)O)c2)o1 | 1.4 | -0.5 | -2.2 | x | 0.2 | 0.1 | -20.2 | 10.3 | 12.5
NS(=O)(=O)c1cccc(NC(=O)c2cc3ccccc3o2)c1 | 5.6 | 0.7 | -3.9 | -1.8 | -0.9 | -0.2 | -6.3 | 6.9 | 2.7
N#CN(Cc1ccccc1)Cc1ccccc1 | 18.1 | -0.8 | -13.3 | x | 2.0 | -0.5 | 15.8 | -7.1 | -3.0
CCOC(=O)c1ccc(NC(=O)CN2C(=O)NC3(CCCCCC3)C2=O)cc1 | -2.8 | 0.9 | -2.3 | -1.2 | 0.0 | 2.4 | 0.7 | -9.3 | -7.6
CCc1c(C)sc(NC(=S)N2CC(C)OC(C)C2)c1C(=O)OC (configuration not stated) | -35.0 | 0.2 | 2.3 | -1.1 | 0.3 | -0.3 | 30.2 | -19.5 | 9.7
CCC(=O)NCCNC(=O)c1c(SC)nsc1SC | -7.5 | -0.3 | -12.4 | 3.4 | 0.6 | -0.3 | 1.2 | -11.5 | -8.0
O=c1ccc(Cl)n[nH]1 | 16.8 | 0.9 | -5.4 | x | 1.4 | 3.9 | 2.3 | 12.0 | -5.3
FC(F)(F)c1cc(Oc2ccc(Cl)cc2)nc(-c2ccccn2)n1 | -2.7 | 0.2 | -0.8 | 4.1 | -1.7 | 0.2 | 6.7 | -15.3 | 37.8
COc1ccc(-c2nn(-c3ccccc3)cc2/C=N/NC(=O)c2ccc(Br)o2)cc1 | 8.1 | 0.4 | -22.8 | 0.1 | 0.4 | 0.2 | -59.3 | -1.8 | 106.5*
CCOC(=O)Cc1csc(NC(=O)Cc2ccc(Cl)cc2)n1 | -12.1 | 1.2 | 4.8 | x | 0.0 | 4.0 | -5.4 | 20.3 | 6.3
Cc1cccc(C(=O)Nc2ccc(O)c3c(=O)cc(-c4ccccc4Cl)oc23)c1 | -26.9 | 1.1 | 7.4 | 3.6 | 0.2 | 1.8 | 27.3 | 5.2 | -15.5
CCOC(=O)c1ccc(NC(=O)CN2C(=O)C3C4C=CC(C4)C3C2=O)cc1 (configuration not stated) | -10.6 | 0.3 | -3.3 | 2.7 | 3.5 | 0.7 | 1.2 | -0.4 | 22.7
Cc1cccc2cc(CN(Cc3cccs3)C3(c4nnnn4C4CCCC4)CCCC3)c(=O)[nH]c12 | -1.4 | 0.7 | -10.3 | -1.8 | 1.1 | 1.6 | 65.7* | 8.8 | 15.3
CCOc1ccc(C2NC(=S)NC3=C2CCc2ccccc23)cc1 (configuration not stated) | 10.5 | -0.6 | -4.3 | x | 1.1 | -1.9 | -34.9 | 1.7 | -10.8
CCOc1ccccc1C(=O)NN1C(=O)C2CCCCC2C1=O (configuration not stated) | 12.7 | 0.6 | -1.6 | 4.2 | 1.8 | 0.3 | 20.5 | 16.6 | -4.5
O=c1oc(-c2ccccc2NS(=O)(=O)c2ccc3ccccc3c2)nc2ccccc12 | -23.9 | -0.6 | -15.0 | 7.7 | 1.6 | -1.0 | 2.7 | -2.5 | 15.4
O=[N+]([O-])c1cccc(S(=O)(=O)c2ccc(NCCO)c([N+](=O)[O-])c2)c1 | 12.8 | 2.8 | -13.3 | -6.6 | 0.9 | 4.5 | -16.2 | -1.9 | -9.4
CCN(CC)c1nc(-c2ccccc2)nc2c1sc(=S)n2CC | 0.6 | 1.1 | -2.9 | 3.6 | -0.2 | 1.1 | 20.6 | 3.3 | 10.5
O=C(COC(=O)c1ccc(Cl)nc1)Nc1ccc(S(=O)(=O)N2CCCC2)cc1 | -29.6 | 0.2 | -27.7 | -2.8 | 1.8 | 0.7 | -0.8 | -19.4 | -14.3
Cc1cc2ccccc2c(=O)n1CC(=O)NCCC1=CCCCC1 | 3.1 | -0.3 | -10.9 | 7.4 | 1.0 | -1.5 | 17.6 | 2.9 | 6.8
COc1ccccc1-c1ccc(NC2CCCCC2)nn1 | 0.8 | -0.6 | -6.2 | 5.4 | -1.0 | -3.5 | -10.0 | 7.7 | 13.3
CC(C)CC(=O)c1c[nH]c(C(=O)NCCCn2ccnc2)c1 | 27.7 | 1.2 | -7.6 | -1.9 | 1.8 | -0.5 | 10.7 | 22.9 | 18.1
CC(C)N(C(=O)CSc1nnc(CNc2ccc(F)cc2)o1)C(C)C | 10.9 | 0.6 | -5.2 | 4.9 | -1.5 | -0.7 | -13.2 | 9.6 | 6.3
CCCCN(C(=S)SC)C1CCS(=O)(=O)C1 (configuration not stated) | 3.1 | -0.2 | -1.9 | x | 0.3 | 1.1 | 7.2 | -5.6 | 11.0
COc1cc(OC)cc(C(=O)NNC(=O)c2ccccc2Br)c1 | -1.9 | 0.2 | -0.6 | -5.1 | 1.1 | 0.0 | 2.7 | 2.0 | -7.7
CCOc1ccc(-c2cc(C(=O)NN)[nH]n2)cc1 | -9.9 | 1.3 | -8.7 | 1.0 | 2.5 | -0.5 | -5.8 | 5.0 | -2.1
O=[N+]([O-])c1cc(Cl)ccc1N1CCCC1 | 4.1 | 1.0 | 4.6 | 7.3 | -0.8 | 0.7 | 22.6 | -2.8 | 17.2

3 structures from above, ordered by molecular weight, highest first:
SMILES | NPY-Y1 PAM-ag | TRPML3 agonist | S1P4 antagonist | NPY Y1 blocker | S1P4 ag | zfTRPN1 agonist | EP2 mod | NPY2 pot ag | CHOP inhibitor
O=C(COC(=O)c1ccc(Cl)nc1)Nc1ccc(S(=O)(=O)N2CCCC2)cc1 | -29.6 | 0.2 | -27.7 | -2.8 | 1.8 | 0.7 | -0.8 | -19.4 | -14.3
CCOc1ccc(-c2cc(C(=O)NN)[nH]n2)cc1 | -9.9 | 1.3 | -8.7 | 1.0 | 2.5 | -0.5 | -5.8 | 5.0 | -2.1
O=[N+]([O-])c1cc(Cl)ccc1N1CCCC1 | 4.1 | 1.0 | 4.6 | 7.3 | -0.8 | 0.7 | 22.6 | -2.8 | 17.2
